Screening results from PubChem.
TEAD-YAP block – TEAD-YAP interaction inhibition | HEK-TIYL cells, TEAD-Gal4/YAP UAS-luciferase luminescence | inhibition, % at 9.12 µM | actives 1.4% (n = 640,000) | AID 1259422; in the data active means inhibition above about 32%;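 further: 0% = median of test compound wells and 100% = reference inhibitor wells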
GPR151 activ – human GPR151 activation; AID 1508602; activation, % at 11.2 µM; actives 1% (n = 650,000); PathHunter beta-arrestin GPR151 cells, luminescence; in the data active means activation above about 4.9%;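 further: 0% = median of compound wells and 100% = cells with positive control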
Target sequence (Q8TDV0 whole entry, looked up): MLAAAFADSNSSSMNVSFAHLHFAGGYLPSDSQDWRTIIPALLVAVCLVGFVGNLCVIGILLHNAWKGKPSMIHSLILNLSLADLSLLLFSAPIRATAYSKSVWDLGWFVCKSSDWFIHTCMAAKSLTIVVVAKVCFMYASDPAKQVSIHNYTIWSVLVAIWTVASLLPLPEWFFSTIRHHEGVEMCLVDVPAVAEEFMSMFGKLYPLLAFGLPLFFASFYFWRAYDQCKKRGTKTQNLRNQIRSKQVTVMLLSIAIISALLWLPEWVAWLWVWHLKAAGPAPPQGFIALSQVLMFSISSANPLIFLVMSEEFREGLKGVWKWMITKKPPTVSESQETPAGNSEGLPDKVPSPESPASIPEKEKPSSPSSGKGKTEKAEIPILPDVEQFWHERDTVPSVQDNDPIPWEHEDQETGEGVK
MITF primary – human MITF inhibition, primary screen. O75030. inhibition, % at 2.6 µM. actives 0.91% (n = 650,000). AlphaScreen MITF homodimerization, bead proximity signal. AID 1259374; in the data active means inhibition above about 50%;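 further: 0% = vehicle wells with protein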
Target sequence (O75030 whole entry, looked up): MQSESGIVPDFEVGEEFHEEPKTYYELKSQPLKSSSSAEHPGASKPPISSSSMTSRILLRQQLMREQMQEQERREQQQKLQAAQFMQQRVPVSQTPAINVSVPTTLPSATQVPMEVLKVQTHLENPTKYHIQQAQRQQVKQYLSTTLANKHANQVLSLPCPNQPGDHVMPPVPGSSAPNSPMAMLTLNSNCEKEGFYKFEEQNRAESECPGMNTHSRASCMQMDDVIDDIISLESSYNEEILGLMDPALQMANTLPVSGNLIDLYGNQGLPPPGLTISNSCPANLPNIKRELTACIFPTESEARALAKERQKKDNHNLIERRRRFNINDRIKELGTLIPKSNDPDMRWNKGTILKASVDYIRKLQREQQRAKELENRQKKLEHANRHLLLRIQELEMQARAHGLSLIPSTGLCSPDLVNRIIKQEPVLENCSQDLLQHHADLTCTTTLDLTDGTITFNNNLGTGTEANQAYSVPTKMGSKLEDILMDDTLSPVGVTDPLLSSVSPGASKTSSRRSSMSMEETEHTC
FBW7 act – activators of human E3 ligase FBW7. normalized activity (activation), % at 26.1 µM. actives 0.13% (n = 650,000). Q969H0. AlphaScreen FBW7–phospho-cyclin E peptide binding, activator screen. AID 1259310; in the data active means normalized activity above about 1.9%;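 further: purified mutant Fbw7 with reduced substrate affinity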
Active calls of the source: *; & = joins results of further samples; ! = repeats disagree.

Values run as follows: MITF primary, TEAD-YAP block, GPR151 activ, FBW7 act
> CN1CCN(Cc2c(O)ccc3cc(-c4ccc(F)cc4)c(=O)oc23)CC1
 : -10, 3, -1.1, 0.1
> CCOC(=O)C(Sc1ncn[nH]1)c1ccccc1 (stereo not drawn)
 : -7, 7, 3.7, -0.2
> COCc1cc(=O)[nH]c(SCC(=O)Nc2cc(C)cc(C)c2)n1
 : 16, -9, -0.4, 0.1
> COc1ccc(/C=C2\N=C(c3ccco3)OC2=O)cc1OC(C)=O
 : 15, 3, -1.0, 0.3
> O=C(Nc1cccc2cccnc12)c1ccc(N2CCCC2)c([N+](=O)[O-])c1
 : 5, 6, -1.6, 0.0
> CN(C(=O)Nc1ccccc1)C12CC3CC(CC(C3)C1)C2
 : 13, -3, -1.3, 0.3
> O=C1CCC(C(=O)NCc2nnc3n2CCN(Cc2ccc(-c4ccccc4)cc2)CC3)N1 (stereo not drawn)
 : -16, -9, -0.5, 0.1
> Cc1sc2nc(CN3CCCC3)nc(N3CCN(c4ccccc4O)CC3)c2c1C
 : -2, 1, -1.7, -0.2
> CC(C(=O)N1CCCCC1)N(c1ccc(Oc2ccccc2)cc1)S(C)(=O)=O (stereo not drawn)
 : -1, 12, 0.7, -0.1
> CC(C)(C)NC(=O)C(=O)NCc1cccnc1
 : 1, 2, 0.0, 0.4
> CCOc1ccc(-c2nnc3ccc(SCC(=O)Nc4ccc(C(C)=O)cc4)nn23)cc1
 : 2, 16, 1.1, 0.2
> Cc1cc([N+](=O)[O-])nn1Cn1nc([N+](=O)[O-])cc1C
 : 6, -4, 0.1, -0.1
> CCc1c(C(=O)NCCc2ccc(OC)c(OC)c2)[nH]c(C)c1C(C)=O
 : -3, 3, -0.2, -0.1
> CCC(=O)NC(=S)N1CCN(c2ccc(C(F)(F)F)cc2[N+](=O)[O-])CC1
 : -17, -7, 1.1, 0.1
> Cc1c(C(=O)O)oc2ccc(S(=O)(=O)NCCC(C)C)cc12
 : -6, -3, -0.3, 0.0
> COc1ccc(Cl)cc1-c1nc(C=Nc2ccccc2I)c(O)o1
 : 12, 10, 0.2, 0.2
> CC(=O)c1cccc(NC(=O)CN(c2cc(C)ccc2C)S(=O)(=O)c2ccccc2)c1
 : -14, 27, 3.2, -0.2
> O=C(CSc1nnc(-c2cnccn2)n1Cc1ccco1)c1ccccc1
 : -5, -14, 2.2, 0.2
> CC1CN(CC(=O)NCCc2cn[nH]c2)Cc2ccccc2O1 (stereo not drawn)
 : -3, -1, 2.0, 0.1
> C=CCOc1ccccc1CN1CCc2nnc(C(NS(C)(=O)=O)C(C)C)n2CC1 (stereo not drawn)
 : 4, 1, -0.7, 0.2
> O=C(c1n[nH]c(=O)c2ccccc12)N1CCN(Cc2ccccc2)CC1
 : 17, -7, -0.2, 0.4
> CS(=O)(=O)N(CC(=O)NCCC1=CCCCC1)Cc1ccc(Cl)cc1
 : -3, 1, 0.3, 0.4
> CCN1C(=O)c2cccc3c(NC(=O)Cc4ccccc4)ccc1c23
 : -13, 10, -0.5, 0.2
> CN1CCN(C(c2ccccc2)c2ccc(Cl)cc2)CC1 (stereo not drawn)
 : 11&-6, -4, 6.4*!, 0.3&-0.1
> CCN1C(=O)c2ccc(C(=O)Nc3cccc(C(F)(F)F)c3)cc2C1=O
 : 15, 2, 1.6, 0.6
> CNc1c(NS(=O)(=O)c2ccc(F)cc2)c(=O)oc2ccccc12
 : -5, 1, 0.3, -0.2
> COc1cc(CNC23CC4CC(CC(C4)C2)C3)ccc1OCC(N)=O
 : 16, -2, 2.6, 0.2
> COC(=O)C(O)(c1cc(C)n(CC(C)C)c1C)C(F)(F)F (stereo not drawn)
 : -3, 10, 0.2, 0.1
> O=[N+]([O-])C1=C(Nc2cccc3ccccc23)CS(=O)(=O)C1
 : -2, -8, 3.9, -0.1
> O=C(NC1CCC(Nc2ccc3[nH]ncc3c2)CC1)C(O)c1ccc(Cl)cc1 (stereo not drawn)
 : 20, -12, 0.5, 0.0
> CCc1ccccc1NC(=O)CN(c1ccc(Br)cc1)S(C)(=O)=O
 : -13, -5, -1.7, 0.6
> O=C(Cc1c(F)cccc1Cl)Nc1cc(C(=O)NCCC2=CCCCC2)ccc1N1CC2CC(C1)c1cccc(=O)n1C2 (stereo not drawn)
 : 12, -8, 0.9, 0.3
> CCOc1ccc(/C=N/NC(=O)C(C)Nc2ccc(Br)cc2)cc1O (stereo not drawn)
 : 16, 19, 1.4, 0.1
> O=C(Cc1ccccc1)Nc1ccc(S(=O)(=O)N2CCN(c3cnccn3)CC2)cc1
 : 16, 0, -0.8, 0.2
> CC(C)OCC1CC(CC(=O)NC(=S)Nc2ccc([N+](=O)[O-])cc2)C(=O)O1 (stereo not drawn)
 : 15, 10, -0.4, 0.0
> CNC(=O)/C(C#N)=C/c1c(Oc2ccc(Cl)c(C)c2)nc2ccccn2c1=O
 : 13, 12, -6.2, -0.1
> Cc1ccc(C(=O)N2CCCC(Nc3cccc4cncc(C)c34)C2)cc1F (stereo not drawn)
 : 13, 13, 3.1, -0.4
> CN1C(=O)/C(=C/c2ccc3c(c2)OCO3)OC1=S
 : -10, 2, -0.9, 0.0
> COC(=O)c1c(NC(=S)Nc2ccccc2)sc2c1CCCC2
 : -5, -13, -0.3, -0.2
> CC(C)n1c(N2CCOCC2)nc2c(NC3CCN(Cc4ccccc4)CC3)ncnc21
 : 1, -2, 0.1, 0.0
> C=C1C2CC[C@@]3(C)[C@H](c4ccoc4)OC(=O)C[C@]13O[C@H]1CC(O)C(C)(C)C(CC(=O)OC)[C@@]21C (stereo partly drawn)
 : 26&7, -3&-5, 1.6&2.0, 0.1&-0.1
> Cc1cc(N2CCN(c3ccco3)CC2)n2ncnc2n1
 : 4, 17, -0.8, -0.2
> O=C(NCc1ccccc1Cl)C1CCCN(C(=O)Nc2ccccc2)C1 (stereo not drawn)
 : 12, -1, -0.7, 0.4
> CCS(=O)(=O)Nc1ccc(-c2nnc(SCC(=O)NCCc3ccccc3)o2)cc1
 : 3, -6, 0.9, 0.0
> COc1ccc(CC(=O)Nc2c3c(nn2-c2ccccc2)CS(=O)C3)cc1 (stereo not drawn)
 : -5, 9, -1.3, -0.1
> O=c1cc(CN2CCN(c3ccc(F)cc3)CC2)occ1OCc1ccccc1Cl
 : 4, 2, 0.5, 0.2
> CN(Cc1ccncc1)C(Cc1ccccc1)C1CCN(Cc2ccn[nH]2)CC1 (stereo not drawn)
 : -3, -3, -0.4, -0.1
> COc1ccc(-c2nn(-c3ccccc3)cc2C#N)cc1[N+](=O)[O-]
 : -2, 4, 2.3, -0.2
> O=C(CSc1ccc(Br)cc1)Nc1ccc(Oc2ccc3c(c2)C(=O)N(Cc2ccco2)C3=O)cc1
 : -6, 1, 0.2, 0.0
> CCCc1ccc(-c2ccc(OC(=O)c3sc4ncn(Cc5cccc(F)c5)c(=O)c4c3C)cc2)nc1
 : 4, 8, -0.1, -0.2
> CC(=O)OC1CCN(Cc2ccco2)C(C)C1C (stereo not drawn)
 : 2, 5, 0.1, 0.1
> CN(Cc1ccncn1)C(=O)CC1C(=O)NCCN1Cc1c(F)cccc1Cl (stereo not drawn)
 : 17, 5, 0.6, 0.5
> CCc1ccc(NC(=O)CCC(=O)N/N=C/c2ccc(I)cc2)cc1
 : -2, 7, 0.6, 0.0
> CCCCOc1ccc(C(=O)NCCCCOc2ccc(C(C)(C)CC)cc2C(C)(C)CC)cc1
 : -3, 9, -0.2, -0.1
> COc1ccc(NC(=O)CCN2CCCC(C)C2)c(OC)c1 (stereo not drawn)
 : 14, 4, -0.2, 0.6
> COc1cc(Nc2cc(N3CCN(c4ccccc4F)CC3)c3noc4c3c2C(=O)c2ccccc2-4)cc(OC)c1OC
 : 0, 7, -1.9, -0.1
> CCOC(=O)c1c(NC(=O)CSc2nnc(CNC(=O)COc3ccccc3)n2C)sc2c1CCC2
 : -2, -5, 0.7, 0.0
> Cc1nccn1CC(C)C(=O)N1CCCC(n2nc(-c3ccco3)ccc2=O)C1 (stereo not drawn)
 : -11, -23, -0.5, -0.1
> CC1=C(C#N)c2nc(N)c(C#N)c(C)c2/C1=C\c1cccnc1
 : 13, 1, -0.1, -0.2
> c1ccc(CCNc2ccnc3c(-c4ccc5c(c4)OCO5)cnn23)nc1
 : 25, -45, 1.3, 0.0

The list continues.
Values run as follows: MITF primary, TEAD-YAP block, GPR151 activ, FBW7 act
> Cc1cc(C)nc(/N=C(/N=C(\N)NC(=O)c2ccccc2)Nc2ccccc2)n1
 : 3, 2, -0.1, 0.0
> Cc1ccc(C)c(NC(=O)CN2CCCCCC2)c1
 : 1, -3, -0.7, 0.4
> N#C/C(=C\c1cccs1)c1nc(-c2cccc(Br)c2)cs1
 : 3, -3, 0.5, 0.0
> Cc1ccc(Cn2cc(C)cc(NC(=O)Cc3ccccc3)c2=O)cc1
 : 14, 9, -0.6, 0.0
> C=CCn1c(SCC(=O)N2CCCCC2)nc2sc3c(c2c1=O)CCC3
 : -4, 13, 0.9, 0.0
> OCC1(CC2CCCCO2)CCN(Cc2ccc3cccc(F)c3n2)CC1 (stereo not drawn)
 : 1, -2, 0.5, -0.1
> CCOC(=O)C(N)CSC1CCCCO1 (stereo not drawn)
 : 35, -5, 8.2*, 0.1
> O=S(=O)(c1ccccc1)c1nc(-c2ccc(Cl)cc2Cl)oc1N1CCOCC1
 : 6, -3, -0.6, -0.1
> COC(=O)c1cccc(N2C(=O)c3cccnc3C2=O)c1
 : 20, -7, -0.1, -1.4
> Cc1sc(NC(=O)CN(Cc2ccccc2)C(=O)c2cccc(F)c2)c(C(N)=O)c1C
 : 15, 8, 1.3, 0.1
> O=C1CC(c2nc(-c3ccc(Br)cc3)no2)CN1c1ccc2c(c1)OCCO2 (stereo not drawn)
 : -7, 1, 1.3, 0.1
> CC(C)C(=O)Nc1nn2c(-c3ccco3)nnc2s1
 : 17, 0, -0.2, 1.2
> C=CCC1Nc2ccccc2NC1CC=C (stereo not drawn)
 : 6, 18, -1.4, -0.2
> O=C(Nc1ccc(Br)cc1Br)/C(=C\c1ccccc1)NC(=O)c1ccccc1
 : 6, -1, -0.7, -0.1
> CCOC(=O)Nc1ccc2c(c1)N(C(=O)C(C)N1CCOCC1)c1ccccc1CC2 (stereo not drawn)
 : 13, 1, 2.8, 0.1
> Cc1onc(-c2ccccc2Cl)c1C(=O)N1CCc2ccccc2C1
 : -6, 4, 1.2, 0.0
> C=CCN(c1ccccc1)S(=O)(=O)c1cc(C(=O)O)ccc1Cl
 : 1, 6, 0.0, -0.1
> Cc1cccc(C)c1-n1c(=S)sc2c(=O)n(CCc3ccccc3)c(SCC#N)nc21
 : -3, -5, 0.6, 0.1
> Cc1cc(OCC(=O)Nc2ccc(S(=O)(=O)Nc3onc(C)c3C)cc2)cc(C)c1Cl
 : -6, 1, -0.3, -0.1
> Cc1ccc(-c2csc3c(=O)n(CC(=O)Nc4ccc(Br)cc4F)cnc23)cc1
 : -10, -5, 0.4, -0.1
> CC(C(=O)NCc1ccccn1)n1c2ccccc2c2cnn(C)c(=O)c21 (stereo not drawn)
 : 1, 1, 0.2, 0.2
> Cc1ccccc1OCc1nc(C#N)c(N2CCC(C)CC2)o1
 : -1, -1, -0.9, 0.1
> C=CCN(CC=C)C(=O)C1CC(=O)c2sc(NC(=O)C3CCC3)nc2C1 (stereo not drawn)
 : 7, 0, -1.3, -0.2
> Cc1ccc(C2OC(=O)c3ccccc32)cc1 (stereo not drawn)
 : 12, -1, -1.5, 0.1
> Cc1ccc(/C=C(\C#N)C(=O)Nc2sc3c(c2C(N)=O)CCCC3)o1
 : 7, -11, 0.4, 0.7
> COC(=O)C(NC(=O)Nc1ccc(Cl)c(Cl)c1)C(C)C (stereo not drawn)
 : 9, -2, -0.4, 0.1
> CCC(C)N1CCN(C(=O)c2cccc(OC)c2)CC1 (stereo not drawn)
 : 41, -18, -1.3, 0.5
> Cc1cc(C)nc(N(C)c2ccc([N+](=O)[O-])cc2)n1
 : 2, 2, 0.2, -0.1
> O=C(COc1ccc(S(=O)(=O)N2CCOCC2)cc1[N+](=O)[O-])NCC1CCCO1 (stereo not drawn)
 : -4, -2, -0.7, -0.2
> CCN1/C(=C/C(C)=O)Sc2ccccc21
 : 10, -9, 0.1, 0.2

A draw from above in order of count of non-hydrogen atoms, largest number first.
Values run as follows: MITF primary, TEAD-YAP block, GPR151 activ, FBW7 act
> O=C(COc1ccc(S(=O)(=O)N2CCOCC2)cc1[N+](=O)[O-])NCC1CCCO1 (stereo not drawn)
 : -4, -2, -0.7, -0.2
> C=CCN(c1ccccc1)S(=O)(=O)c1cc(C(=O)O)ccc1Cl
 : 1, 6, 0.0, -0.1
> CCC(C)N1CCN(C(=O)c2cccc(OC)c2)CC1 (stereo not drawn)
 : 41, -18, -1.3, 0.5

Looked up one by one from above (6):
Values run as follows: MITF primary, TEAD-YAP block, GPR151 activ, FBW7 act
> Cc1ccc(C2OC(=O)c3ccccc32)cc1 (stereo not drawn)
 : 12, -1, -1.5, 0.1
> CCC(C)N1CCN(C(=O)c2cccc(OC)c2)CC1 (stereo not drawn)
 : 41, -18, -1.3, 0.5
> COC(=O)C(NC(=O)Nc1ccc(Cl)c(Cl)c1)C(C)C (stereo not drawn)
 : 9, -2, -0.4, 0.1
> Cc1cccc(C)c1-n1c(=S)sc2c(=O)n(CCc3ccccc3)c(SCC#N)nc21
 : -3, -5, 0.6, 0.1
> C=CCN(c1ccccc1)S(=O)(=O)c1cc(C(=O)O)ccc1Cl
 : 1, 6, 0.0, -0.1
> Cc1onc(-c2ccccc2Cl)c1C(=O)N1CCc2ccccc2C1
 : -6, 4, 1.2, 0.0
